TDP1 block – TDP1 (human) enzyme inhibition. Q9NUW8. recombinant TDP1, AlphaScreen DNA substrate cleavage. Potency, µM (series often up to 130 µM), without a hit: at the top dose activity change, negative = inhibition, usual class: inhibitors. 0.28% of 350,000 active; active means well fitted inhibition curve with a large enough effect; inconclusive means small, poorly fitted or top-dose-only effect; inactive means no such curve, though single readings can be large or run the other way; further: nearly all actives have a fitted effect of over 40% in size
Target sequence (Q9NUW8 whole entry, looked up): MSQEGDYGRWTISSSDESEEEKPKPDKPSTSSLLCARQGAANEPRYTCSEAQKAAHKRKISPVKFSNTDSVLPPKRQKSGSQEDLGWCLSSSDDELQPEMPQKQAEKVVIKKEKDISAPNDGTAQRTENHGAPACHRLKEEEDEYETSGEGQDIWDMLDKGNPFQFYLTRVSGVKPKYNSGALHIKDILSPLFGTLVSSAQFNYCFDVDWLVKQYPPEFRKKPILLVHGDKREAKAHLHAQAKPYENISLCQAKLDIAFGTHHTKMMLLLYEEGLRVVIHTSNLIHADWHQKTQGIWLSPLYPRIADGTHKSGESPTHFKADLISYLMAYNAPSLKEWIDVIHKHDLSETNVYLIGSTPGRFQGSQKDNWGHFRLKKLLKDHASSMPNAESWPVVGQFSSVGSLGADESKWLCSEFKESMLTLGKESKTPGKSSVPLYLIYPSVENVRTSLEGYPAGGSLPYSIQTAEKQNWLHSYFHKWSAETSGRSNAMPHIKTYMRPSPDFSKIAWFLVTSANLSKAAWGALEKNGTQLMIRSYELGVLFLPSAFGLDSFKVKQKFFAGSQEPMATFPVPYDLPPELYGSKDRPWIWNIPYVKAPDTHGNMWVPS
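Steps: enzyme plus compound, 15 min RT; add biotin/phosphotyrosine-FITC oligonucleotide (15 nM final), react 5 min; add donor/acceptor beads (10 ug/ml final), 10 min; read AlphaScreen. Tdp1 at 1 nM final.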
Numbers without * were called inactive; & = joins results of further samples. On the % scale 0 is the no-effect control and ±100 the full control effect; potency means the concentration at half of the fitted maximal effect. These rows are one share of the data; count on the stated rates, not on these rows.

`COc1ccc(CNC(=O)c2cnn(-c3ccc(F)cc3)c2-n2cccc2)cc1` gave TDP1 block 3%.
Screening COc1ccc(-c2cc(C(F)(F)F)nc(SCCC(=O)Nc3ccccc3F)n2)cc1 returned TDP1 block 1%.
`Cc1cc2c(s1)c1cnn(Cc3ccccc3F)c(=O)c1n2C(C)C` gave TDP1 block -8%.
For Oc1ccc(Br)cc1C1C=C(c2ccc3c(c2)OCO3)NC(c2c(F)cccc2Cl)N1 (configuration not stated) the results were TDP1 block 4%.
`O=C1CCc2cc(S(=O)(=O)Nc3ccccc3-c3ccccc3)ccc2N1` gave TDP1 block 2%.
Screening Cc1ccc(C(=O)Nc2ccc(N3CCCCC3)cc2)cc1 returned TDP1 block -8%.
Cc1nc(SCc2nc3c(O)cccc3[nH]2)c2oc3ccccc3c2n1 was read as TDP1 block 0%.
For Cc1ccc(NS(=O)(=O)c2cccc(F)c2)cc1C the results were TDP1 block 0%.
For O=S(=O)(c1ccc(F)cc1)N1CCN(c2nc(-c3cccs3)nc3cc(Cl)ccc23)CC1 the results were TDP1 block -2%.
O=C(NCc1ccccc1Br)c1cccc2c1C(=O)c1ccc(N3CCOCC3)cc1S2(=O)=O was read as TDP1 block -4%.
For Cc1ccc(NS(=O)(=O)c2ccc3c(c2)CCCC(=O)N3)cc1C the results were TDP1 block 0%.
`CCc1ccc(NC(=O)CN2CCSc3ccc(S(=O)(=O)N4CCCC4)cc32)cc1` gave TDP1 block 9%.
Screening O=C1CN(S(=O)(=O)c2c(F)cccc2F)CCN1S(=O)(=O)c1ccc2c(c1)OCCO2 returned TDP1 block -2%.
Screening CC(=O)Nc1cccc(S(=O)(=O)N2CCN(S(=O)(=O)c3ccc4c(c3)OCCO4)CC2)c1 returned TDP1 block -3%.
Screening O=C(O)[C@@H](O)[C@@H](O)[C@H](O)C(=O)CO returned TDP1 block 2%.
COc1ccccc1Nc1sc(C(=O)c2ccc3c(c2)OCO3)c(N)c1S(=O)(=O)c1ccccc1 was read as TDP1 block 4%.
For Cc1ccc(NS(=O)(=O)c2ccc3c(ccn3C)c2)cc1C the results were TDP1 block 0%.
Screening Cc1cccc(OCC(=O)Nc2cccc3cccnc23)c1C returned TDP1 block -2%.
`Cc1cc(C)c(NC(=O)Cn2nnc(-c3ccccc3)n2)c(C)c1` gave TDP1 block -2%.
Cc1cc(N2C(=O)c3ccccc3C2=O)n[nH]1 was read as TDP1 block 0%.
Screening O=C(NCc1nnc(-c2nc3ccccc3[nH]2)o1)C1CCCCC1 returned TDP1 block 0%.
CCOC(=O)c1c(NC(=O)COc2ccc(CC)cc2)sc2c1CCCC2 was read as TDP1 block 0%.
For Cn1nnnc1Sc1ncnc2scc(-c3cccc4c3sc3ccccc34)c12 the results were TDP1 block 0%.
Screening COc1ccccc1N1CCN(C(=O)CN2C(=O)COc3ccc(S(=O)(=O)N4CCCC4)cc32)CC1 returned TDP1 block 4%.
For O=S1(=O)Nc2c(cc(Cl)c3ccc(Cl)nc23)-c2ccccc21 the results were TDP1 block inconclusive.
O=C1CCc2cc(S(=O)(=O)Nc3cc(F)cc(Cl)c3)c(F)cc2N1 was read as TDP1 block -1%.
Cc1ccc(CNc2cc(C)nc3nc(-c4cccc(C)c4)nn23)cc1 was read as TDP1 block 8%.
COc1cc(OC)c(C(=O)N(Cc2ccco2)Cc2cccs2)cc1OC was read as TDP1 block 3%.
Screening COc1cc(F)c(S(=O)(=O)N2CCCN(S(=O)(=O)c3ccc(NC(C)=O)cc3)CC2)c(F)c1 returned TDP1 block 0%.
For Cc1cc(NC(=O)c2ccco2)cc(-c2nc3ccccc3o2)c1O the results were TDP1 block 5%.
COc1cccc(CNS(=O)(=O)c2ccc3[nH]c4c(c3c2)CCCCC4)c1 was read as TDP1 block 5%.
For c1ccc(P(c2ccccc2)c2cnc3ccccn23)cc1 the results were TDP1 block 4%.
For COc1ccc(C2c3c(n(Cc4ccccc4)cnc3=N)Oc3ccc4ccccc4c32)cc1OC (configuration not stated) the results were TDP1 block 5%.
COc1cccc2cc(C(=O)NCCc3c(C)[nH]c4ccc(Br)cc34)c(=O)oc12 was read as TDP1 block 2%.
O=C(OCC#CCSc1nnc(-c2cc3ccccc3cc2O)o1)c1ccc(F)cc1 was read as TDP1 block -2%.
For O=S1(=O)N=C(OCc2ccccc2)c2ccccc21 the results were TDP1 block 1%.
Cc1cc(C)c(NC(=O)c2sc3nc(C)cc(C)c3c2N)c(C)c1 was read as TDP1 block 2%.
For COc1ccc(C2NC(=O)c3ccccc3N2)cc1COc1ccc(NC(C)=O)cc1 (configuration not stated) the results were TDP1 block -6%.
For COc1cc(F)c(S(=O)(=O)N2CCN(S(=O)(=O)c3cccc(N)c3)CC2)c(F)c1 the results were TDP1 block 1%.
`CCOC(=O)Cn1c(=O)n(C2CCCCC2)c2nc(-c3cccc(OC)c3)nc(C(N)=O)c21` gave TDP1 block 5%.
`COc1ccc(S(=O)(=O)NCCc2sc(-c3cccc(C)c3)nc2C)cc1` gave TDP1 block 0%.
Screening NC(=O)C1CCN(c2nc(-c3cccc(N)c3)cs2)CC1 returned TDP1 block -3%.
For CN(C)S(=O)(=O)c1ccc2c(c1)C(=O)c1cc(S(=O)(=O)N(C)C)ccc1CC2 the results were TDP1 block 1%.
COc1ccc2oc(=O)c(C(=O)NCCc3c(C)[nH]c4c(C)cccc34)cc2c1 was read as TDP1 block 8%.
Screening COc1cccc(C(=O)NC(=NCCc2c[nH]c3ccc(OC)cc23)Nc2nc(C)cc(C)n2)c1 returned TDP1 block 8%.
Screening COC(=O)c1ccccc1NC(=O)c1cc2nc(-c3ccccc3)cc(-c3ccccc3)n2n1 returned TDP1 block 0%.
Screening COc1cccc2cc(C(=O)N3CCN(c4cc(C)ccc4C)CC3)c(=O)oc12 returned TDP1 block 2%.
`COc1ccc(CCNC(=O)C(=O)Nc2ccc(C)cc2)cc1OC` gave TDP1 block -5%.
Screening O=C1CC(c2ccco2)CC2=C1C(c1ccc(O)cc1)n1nc(C(F)(F)F)nc1N2 (configuration not stated) returned TDP1 block 8%.
O=C1c2ccccc2C(=O)N1c1cccc2ncccc12 was read as TDP1 block 2%.
`O=C(CNC(=O)c1ccccc1)OC(C(=O)Nc1ccc2c(c1)OCO2)c1ccccc1` (configuration not stated) gave TDP1 block 0%.
`CS(=O)(=O)c1ccc(C(=O)OCC#CCSc2nnc(-c3cccc4ccccc34)o2)cc1` gave TDP1 block 0%.
O=C(OCC#CCSc1nnc(-c2cccc3ccccc23)o1)c1ccc(Br)cc1 was read as TDP1 block -5%.
Cc1cc(C(=O)Nc2ccc(C(C)C)cc2)c2c(C)nn(-c3ccccc3)c2n1 was read as TDP1 block -4%.
O=C(NCCc1csc(-c2cccnc2)n1)c1ccc(F)c(F)c1 was read as TDP1 block 2%.
Screening COc1ccc(-c2nc(C)c(CCNC(=O)c3c(F)cccc3F)s2)cc1 returned TDP1 block 0%.
`COc1ccc(C2Nc3ccccc3C(=O)N2CCc2ccccc2)cc1COc1ccc(NC(C)=O)cc1` (configuration not stated) gave TDP1 block 1%.
`CCc1ccccc1NC(=O)c1cnn2c(C(F)(F)F)cc(-c3ccc(OC)c(OC)c3)nc12` gave TDP1 block 0%.
Screening O=C(CN1CCSc2ccccc21)N1CCN(c2ccc(F)cc2)CC1 returned TDP1 block 5%.
`Cc1sc2ncn(/N=C/c3cn(-c4ccccc4)nc3-c3ccccc3)c(=O)c2c1C` gave TDP1 block 0%.
COc1cc([N+](=O)[O-])c2ncccc2c1 was read as TDP1 block 0%.
`NC(=O)c1ccc(-c2noc(-c3cccc(Cl)c3)n2)cc1` gave TDP1 block -4%.
Screening Cc1ccc(NCc2ccc(O)c3ncccc23)c(F)c1 returned TDP1 block 1%.
For Cn1nnnc1Sc1ncnc2scc(-c3cccc(F)c3)c12 the results were TDP1 block 0%.
COc1ccc(OC)c(NC(=O)N2CCN(S(=O)(=O)c3ccc4c(ccn4C)c3)CC2)c1 was read as TDP1 block 5%.
`O=S(=O)(Nc1cccc2ccccc12)c1ccc2ccccc2c1` gave TDP1 block 1%.
`O=C(O)c1cccc(-c2noc(-c3ccccc3F)n2)c1` gave TDP1 block 1%.
Screening CCOC(=O)N1CCN(c2ncc3c(n2)CC(c2ccc(OC)c(OC)c2)CC3=O)CC1 (configuration not stated) returned TDP1 block 1%.
`CC1=C(C(=O)Nc2ccc(Cl)cc2)C(c2ccc(C(F)(F)F)cc2)n2nnnc2N1` (configuration not stated) gave TDP1 block 5%.
For COc1ccc(C2Nc3ccccc3C(=O)N2C2CCCC2)cc1COc1ccc(NC(C)=O)cc1 (configuration not stated) the results were TDP1 block -2%.
For CCCN(C(=O)c1cc2c(s1)-c1ccccc1OC2)c1ccc(C(C)C)cc1 the results were TDP1 block -8%.
`Oc1ccc(Cl)cc1C1C=C(c2ccc3c(c2)OCO3)NC(c2cc(Br)ccc2F)N1` (configuration not stated) gave TDP1 block 3%.
NS(=O)(=O)Nc1cccc2cccnc12 was read as TDP1 block 1%.
`COc1cc(NS(=O)(=O)c2ccc3c(c2)CC(C)N3C(=O)C2CCC2)cc(OC)c1OC` (configuration not stated) gave TDP1 block 2%.
`N#C/C(=C\c1ccc(O)cc1)C(=O)NCC1CCCO1` (configuration not stated) gave TDP1 block 0%.

Reprinted from the part before: two compounds, then new ones.
`COc1cc(NS(=O)(=O)c2ccc3c(c2)CC(C)N3C(=O)C2CCC2)cc(OC)c1OC` (configuration not stated) gave TDP1 block 2%.
`N#C/C(=C\c1ccc(O)cc1)C(=O)NCC1CCCO1` (configuration not stated) gave TDP1 block 0%.
For COc1ccc(C2Nc3ccccc3C(=O)N2CCO)cc1COc1ccc(NC(C)=O)cc1 (configuration not stated) the results were TDP1 block inconclusive.
Screening COc1ccc(C2Nc3ccccc3C(=O)N2Cc2ccc(-c3ccccc3)cc2)cc1COc1ccc(NC(C)=O)cc1 (configuration not stated) returned TDP1 block -3%.
`CCOC(=O)c1cccc(-n2cccc2/C=C2\NC(=O)N(CC(=O)O)C2=O)c1` gave TDP1 block 5%.
`COc1ccc(Nc2nc(N)nc(N)c2S(=O)(=O)c2ccccc2)cc1` gave TDP1 block 10%.
Screening COc1ccc(-c2nc3ccccc3s2)cc1NC(=O)COc1ccc(C)cc1 returned TDP1 block 1%.
Screening Cn1nnnc1Sc1ncnc2scc(-c3ccccc3C(F)(F)F)c12 returned TDP1 block 8.9µM*.
Screening Cc1cc2c(s1)c1cnn(Cc3ccc(C)c(F)c3F)c(=O)c1n2C returned TDP1 block -14%.
`COc1cc(F)c(S(=O)(=O)N2CCCN(S(=O)(=O)c3ccc(N)cc3)CC2)c(F)c1` gave TDP1 block 3%.
`O=S1(=O)N=C(Oc2ccc(Br)cc2)c2ccccc21` gave TDP1 block 2%.
For Cn1c(NC2=NC3(CCCC3)C3=C(CCCC3=O)N2)nc2ccccc21 the results were TDP1 block 3%.
For COC(=O)C(=O)Nc1cccc2cccnc12 the results were TDP1 block 1%.
CCOC(=O)c1ccc(-c2ccc(/C=C(\C#N)C(=O)Nc3cccc(C)c3)o2)cc1 was read as TDP1 block 2%.
For Cc1ccc(NS(=O)(=O)c2ccc(F)cc2)cc1C the results were TDP1 block 1%.
COc1ccc(C2c3c(N)nc(CCc4ccccc4)nc3Oc3ccc4ccccc4c32)cc1OC (configuration not stated) was read as TDP1 block -4%.
`O=C(OCC#CCSc1nnc(-c2cccc3ccccc23)o1)c1sc2ccccc2c1Cl` gave TDP1 block -2%.
Cc1ccc(CNc2ccc(N3CCN(C)CC3=O)cc2)cc1 was read as TDP1 block 3%.
Cc1nnc(NC(=O)c2oc3cc(C)c(C)cc3c2C)s1 was read as TDP1 block -4%.
O=C1CCCC2=C1C1(CCCC1)N=C(Nc1nc3ccccc3n1Cc1ccccc1)N2 was read as TDP1 block 1%.
For Fc1cc(F)cc(Nc2nc(Cl)nc(NC3CCCC3)n2)c1 the results were TDP1 block -4%&-5%.
For N#Cc1ccc(CN2C(=O)c3ccccc3Sc3ccc(C(=O)OCc4ccco4)cc32)cc1 the results were TDP1 block 3%.

Gathered by group, the compounds so far with a thiophene ring, fused or not.
`Cc1cc2c(s1)c1cnn(Cc3ccccc3F)c(=O)c1n2C(C)C` gave TDP1 block -8%.
For O=S(=O)(c1ccc(F)cc1)N1CCN(c2nc(-c3cccs3)nc3cc(Cl)ccc23)CC1 the results were TDP1 block -2%.
COc1ccccc1Nc1sc(C(=O)c2ccc3c(c2)OCO3)c(N)c1S(=O)(=O)c1ccccc1 was read as TDP1 block 4%.
CCOC(=O)c1c(NC(=O)COc2ccc(CC)cc2)sc2c1CCCC2 was read as TDP1 block 0%.
For Cn1nnnc1Sc1ncnc2scc(-c3cccc4c3sc3ccccc34)c12 the results were TDP1 block 0%.
COc1cc(OC)c(C(=O)N(Cc2ccco2)Cc2cccs2)cc1OC was read as TDP1 block 3%.
Cc1cc(C)c(NC(=O)c2sc3nc(C)cc(C)c3c2N)c(C)c1 was read as TDP1 block 2%.
`Cc1sc2ncn(/N=C/c3cn(-c4ccccc4)nc3-c3ccccc3)c(=O)c2c1C` gave TDP1 block 0%.
For Cn1nnnc1Sc1ncnc2scc(-c3cccc(F)c3)c12 the results were TDP1 block 0%.
For CCCN(C(=O)c1cc2c(s1)-c1ccccc1OC2)c1ccc(C(C)C)cc1 the results were TDP1 block -8%.
Screening Cn1nnnc1Sc1ncnc2scc(-c3ccccc3C(F)(F)F)c12 returned TDP1 block 8.9µM*.
Screening Cc1cc2c(s1)c1cnn(Cc3ccc(C)c(F)c3F)c(=O)c1n2C returned TDP1 block -14%.
`O=C(OCC#CCSc1nnc(-c2cccc3ccccc23)o1)c1sc2ccccc2c1Cl` gave TDP1 block -2%.
